Screens deposited in PubChem BioAssay by several laboratories.
eLon inh = inhibitors of E. coli Lon protease, primary screen, biochemical, fluorescence polarization; inhibition, % at 7.94 µM; actives 0.42% (n = 360,000); purified E. coli Lon protease; P0A9M0; in the data active means inhibition above about 13%, passing the limit was not always enough;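 further: 0% = enzyme with probe and DMSO and 100% = no enzyme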
MT1-MMP act inh = blockers of MT1-MMP proenzyme processing, primary screen, HT1080 RFP-PRO-GFP cells, GFP/RFP fluorescence | Matrix metalloproteinase-14 (Homo sapiens), P50281 | GFP/RFP ratio change, % at 20 µM | GFP/RFP ratio fluorescence, overnight; percent of plate control window, DMSO zero | actives 0.061% (n = 360,000);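 active means GFP/RFP ratio change of at least 30% with cell ATP level not reduced by more than half and red fluorescence within 50% of control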; further: strong numbers were not always called active
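Read-out: GFP/RFP fluorescence ratio; Test system: RFP-PRO-GFP reporter HT1080 cells; Compound dosing: single-point 20 µM compound, 1% DMSO; Times: overnight compound exposure at 37 °C.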
MLLE-PAM2 inh = inhibitors of PABP1 MLLE–PAM2 peptide binding, primary screen, biochemical, fluorescence polarization, FITC-PAM2, GST-MLLE; Polyadenylate-binding protein 1 (Homo sapiens), P11940; actives 0.36% (n = 360,000); inhibition, % at 20 µM; in the data active means inhibition above about 35%, passing the limit was not always enough;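 further: plate controls were DMSO wells with GST-MLLE for no effect and wells lacking GST-MLLE protein for full effect; some results filed as inactive read as strong as hits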
Rin1-Abl PPI inh = inhibitors of Rin1-Abl protein binding, primary screen, biochemical, TR-FRET; Tyrosine-protein kinase ABL1 (Homo sapiens) + Ras and Rab interactor 1 (Homo sapiens), …; inhibition, % at 7.35 µM; actives 0.4% (n = 360,000); AID 588664, 2011; in the data active means inhibition above about 5%, passing the limit was not always enough
MsrA inh = bovine MsrA enzyme inhibitors, primary screen, biochemical, absorbance, HTS | Methionine sulfoxide reductase A (Bos taurus) | purified bovine MsrA, absorbance read-out | inhibition, % at 15.5 µM | actives 0.75% (n = 360,000) | AID 651718, 2012; in the data active means inhibition above about 4.5%;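 further: 0% = vehicle wells with enzyme and 100% = reference inhibitor wells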
MsrA act = bovine MsrA enzyme activators, primary screen, biochemical, absorbance, HTS; Methionine sulfoxide reductase A (Bos taurus); purified bovine MsrA, absorbance read-out; AID 602163, 2012; actives 0.3% (n = 360,000); activation, % at 10.6 µM; in the data active means activation above about 7.5%;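 further: 0% = vehicle and 100% = reference activator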
Rpn11 inh = Rpn11 (PSMD14) deubiquitinase inhibitors, primary screen, biochemical, fluorescence polarization, uHTS; 26S proteasome non-ATPase regulatory subunit 14 (Homo sapiens), O00487; human 26S proteasome, Ub4-pepOG fluorescence polarization; 20S core pre-blocked with epoxomicin; calls only at 20 µM; actives 0.59% (n = 360,000);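 active means inhibition at 20 µM, scaled to each plate's controls, above about 33%, limit read from the data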
CSN inh = inhibitors of CSN-mediated cullin deneddylation, primary screen, biochemical, fluorescence polarization, uHTS; COP9 signalosome complex subunit 5 (Homo sapiens), Q92905; Purified CSN, SCF-Nedd8-OG deneddylation; inhibition, % at 12.5 µM; actives 0.38% (n = 360,000); AID 651999, 2013;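 active means pattern-corrected inhibition above about 35%, with an unprinted fluorescence ratio check between 0.5 and 1.5, limit read from the data, passing the limit was not always enough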;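 further: 0% = enzyme with substrate and 100% = substrate without enzyme; some results filed as inactive read as strong as hits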
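Assay system: HEK293T-derived human Csn5 enzyme; quantity: 0.24 nM enzyme; medium: Tris/NaCl/DTT buffer, pH 7.5; also added: substrate SCFSkp2-Nedd8OG, 10 nM; doses: 12.5 µM compound; schedule: 90 min reaction at room temperature; signal: FP; read-out: % inhibition of substrate cleavage by Csn5; benchmarks: substrate-only high control, full reaction low control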
FAS TE block = FAS thioesterase domain inhibitors, primary screen, biochemical, fluorescence intensity, uHTS; Fatty acid synthase (Homo sapiens), P49327; recombinant FAS-TE, OMFH fluorogenic substrate, fluorescence endpoint; inhibition, % at 15 µM; actives 0.67% (n = 360,000);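 active means compounds whose normalised, plate-corrected inhibition of enzyme fluorescence in the single-dose primary screen is 50% or more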;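 further: 0% = DMSO with enzyme and 100% = substrate without enzyme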
Numbers without * were called inactive; i = inactive; . = no result given.

SMILES | eLon inh | MT1-MMP act inh | MLLE-PAM2 inh | Rin1-Abl PPI inh | MsrA inh | MsrA act | Rpn11 inh | CSN inh | FAS TE block
CCC(c1nnc(SCC(=O)N2CC(=O)Nc3ccccc32)n1Cc1ccccc1)N(C)C (configuration not stated) | -8 | -3 | -14 | 5 | 0.5 | 2 | i | 4 | -1
Nn1c(C2COc3ccccc3O2)n[nH]c1=S (configuration not stated) | -13 | -1 | -32 | 2 | -0.8 | 2 | i | -8 | 1
COCCCNC(=O)c1c(NC(=O)C2COc3ccccc3O2)sc2c1CCCC2 (configuration not stated) | -1 | -11 | 7 | -3 | 0.7 | -3 | i | 1 | 1
Cc1[nH]c(SCC(=O)Nc2cc(S(C)(=O)=O)ccc2Cl)nc1Cc1ccccc1 | -9 | -3 | -2 | 1 | 0.4 | 4 | i | -1 | 8
O=C(COc1ccccc1Cl)NCc1ccccc1 | -5 | -2 | -6 | 1 | 2.8 | -3 | i | 3 | -3
CCCn1c(CC)nc([N+](=O)[O-])c1S(=O)(=O)c1ccccc1 | 0 | 5 | 3 | 5 | 0.1 | -2 | i | -5 | 20
CC(C)(C)OC(=O)NCCCCCc1nnc(SCc2ccc(F)cc2)o1 | -7 | 4 | -36 | -2 | 0.7 | 1 | i | 5 | 17
CCCCOP(=O)(OCCCC)C(Nc1ccccc1)c1ccc2c(c1)OCO2 (configuration not stated) | -2 | -16 | 4 | 4 | 1.5 | 5 | i | 0 | 37
O=C1CC2(CCCCC2)Oc2ccc(OCC(=O)N3CCOCC3)cc21 | 0 | 10 | 3 | -3 | . | -6 | i | -5 | -2
COc1cc(C(=O)N2CCN(C(=O)c3cccc4ccccc34)CC2)cc(OC)c1OC | -1 | -4 | 5 | 1 | 0.2 | -3 | i | 3 | 1
CC1(C)C(=O)Nc2ccccc2N1C(=O)COc1cccnc1[N+](=O)[O-] | 2 | 2 | -2 | 0 | 1.0 | 0 | i | 16 | -4
O=C(Cn1cccc(C(F)(F)F)c1=O)c1ccc(Cl)cc1 | -1 | 2 | -4 | 0 | -2.1 | -7 | i | -1 | 3
COc1cc(C2Nc3cccc4cccc(c34)N2)cc(OC)c1OC(C)=O | 5 | -2 | 21 | 2 | -0.3 | 0 | i | -7 | 12
Cc1cc(C)c[n+](-c2nc3ccccc3nc2[N-]S(=O)(=O)c2ccc(Br)s2)c1 | -1 | -64 | 38 | -1 | 1.0 | 0 | i | -7 | -10
CCOc1ccc(/C=C/C(=O)C(C(N)=O)=C2SCCS2)cc1 | -12 | -1 | -83 | 1 | 2.7 | -6 | i | 1 | -8
Cc1ccc(CN2CCN(CC(=O)N/N=C/c3ccccc3F)CC2)cc1 | -8 | 0 | -91 | 3 | -0.8 | -2 | i | -2 | 3
COc1ccc(-c2nnc3ccc(SCC(=O)N4CCN(c5ccccc5)CC4)nn23)cc1 | -15 | -3 | -1 | -2 | -0.6 | -2 | i | 2 | 4
COc1ccc2nc(SC(C)C(=O)NC3CCCC3)[nH]c2c1 (configuration not stated) | -10 | 1 | 0 | -1 | -0.4 | -1 | i | 2 | -2
CC(=O)c1sc2nc(SCC(=O)NCCc3ccccc3)[nH]c(=O)c2c1C | -8 | 8 | 0 | -12 | 4.1 | -12 | i | -1 | -6
CCC(C)NC(=O)CCCCCn1c(=O)[nH]c2cc(OC)c(OC)cc2c1=O (configuration not stated) | -6 | 6 | 4 | -2 | 0.1 | -4 | i | 5 | -5
COc1ccc(C(=O)Nc2cccnc2)cc1S(=O)(=O)N1CCOCC1 | -2 | 2 | -8 | -9 | -0.5 | 0 | i | -1 | -3
O=C(O)/C=C/C(=O)Nc1cccc(C(F)(F)F)c1 | -3 | -5 | -11 | 3 | 0.7 | -7 | i | 0 | -10
CCOc1ccc(N2C(=O)CC(SCc3nc4ccccc4[nH]3)C2=O)cc1 (configuration not stated) | -4 | -3 | 26 | 6 | 0.1 | 0 | i | 1 | -2
O=C(NCc1ccccc1)C1CCCN(C(=O)c2ccc(F)cc2)C1 (configuration not stated) | -9 | 1 | -5 | 4 | -1.1 | -5 | i | 5 | -4
O=C(OCC(=O)N1CCc2ccccc2C1)c1ccc(F)cc1Cl | -2 | 1 | -9 | 2 | 0.5 | -8 | i | 2 | 9
O=C1/C(=C\c2ccsc2)NC(=S)N1c1ccccc1 | 7 | -4 | -60 | 0 | 2.7 | -3 | i | 0 | -1
Cc1noc(C)c1COc1ccc(C(=O)N2CCN(S(=O)(=O)c3cccc(F)c3)CC2)cc1 | 2 | 2 | 5 | 1 | 0.8 | -1 | i | -1 | -28
CN(CCCn1ccc(NC(=O)OCc2ccccc2)nc1=O)CCc1ccccn1 | 1 | 2 | -14 | 5 | -1.5 | -2 | i | 0 | -7
COc1ccc(/C=N/n2cnn(Cc3ccccc3Cl)c2=S)cc1 | 3 | 7 | -12 | 3 | 0.1 | -4 | i | 3 | 20
Cc1cc(C)cc(C(=O)OCC(=O)Nc2ncccn2)c1 | -7 | 2 | 2 | 0 | 0.8 | -1 | i | -4 | -8
CCNC(=O)CC1C(=O)N(c2ccc(F)cc2)C(=O)N1Cc1ccccn1 (configuration not stated) | -4 | 1 | 3 | -1 | 0.1 | -2 | i | 0 | -4
COCCn1c(=S)[nH]c2cc(C(=O)N(CCO)Cc3ccccc3)ccc2c1=O | -8 | 0 | -79 | 2 | -0.4 | 1 | i | -1 | -4
O=S1(=O)N=C(N(CCO)/N=C/c2ccncc2)c2ccccc21 | 8 | -1 | -5 | -7 | 3.1 | -5 | i | -3 | 1
O=Cc1ccc(OCc2cn(CC(=O)c3ccc(O)cc3)nn2)cc1 | -7 | 1 | -3 | -4 | 0.7 | -7 | i | 3 | -6
Cc1cc(C(=O)CSc2nnc(CCC(N)=O)n2C)c(C)n1C1CC1 | 0 | 3 | -8 | 1 | -1.3 | -2 | i | -5 | -8
c1ccc2c(c1)[nH]c1c(NCC3CCCO3)ncnc12 (configuration not stated) | -2 | 5 | -6 | 2 | 1.7 | -3 | i | -9 | -2
O=C(/C=C/c1ccco1)NC(=S)Nc1ccccc1O | -11 | 2 | 22 | 1 | 2.8 | -11 | i | 6 | 0
O=S(=O)(NCc1ccccc1F)NCc1ccccc1F | -2 | 0 | 3 | -2 | 0.0 | 0 | i | -2 | -1
O=C(N/N=C/c1ccc2c(c1)OCO2)c1ccc2c(c1)OCCO2 | -10 | -5 | 1 | -2 | 4.9* | -5 | i | 5 | -8
CC(C)(C)c1nc2ccccc2c(=O)n1N1C(=O)c2ccccc2C1=O | 12 | -3 | 9 | -1 | -0.2 | -2 | i | 4 | 22
Cc1cnc(C(=O)OCC(=O)Nc2ncc(Cl)cc2Cl)cn1 | -4 | -1 | 4 | 4 | 0.0 | 0 | i | 7 | -4
CN(Cc1ccccc1)C(=O)COC(=O)c1cc(=O)c2ccccc2o1 | -12 | 2 | -18 | 0 | 1.2 | -2 | i | -1 | 1
CSc1ccc(C(=S)N2CCCCCC2)cc1 | -3 | 0 | 2 | 5 | -0.8 | -13 | i | 1 | 10
CCN(CC)S(=O)(=O)c1ccc(C)c(NC(=O)CSc2ncc(C(F)(F)F)cc2Cl)c1 | 2 | -7 | -1 | 0 | -0.7 | 1 | i | 0 | 3
c1ccc(Cn2nnnc2C(c2ccccn2)N2CCN(c3ccccc3)CC2)cc1 (configuration not stated) | 1 | 4 | 8 | 2 | -0.6 | 2 | i | -3 | 4
Cc1ccc2occ(C(=O)c3ccco3)c(=O)c2c1 | 2 | 2 | 0 | 0 | 1.6 | -2 | i | 1 | -5
Cc1cc(C)c(S(=O)(=O)N2CCN(C(=O)C3CC3)CC2)c(C)c1 | 0 | 0 | 8 | 0 | -0.1 | -5 | i | 3 | -8
COc1ccccc1CCN=C(N)NS(=O)(=O)c1ccccc1F | -7 | 0 | -5 | -2 | 0.4 | -3 | i | -3 | -4
Cn1c(C(=O)N2CCOCC2)cc2c(=O)n3ccccc3nc21 | 17 | -3 | 7 | -2 | 3.0 | -3 | i | -2 | -3
CC(=O)NCCC(=O)Nc1cc(S(=O)(=O)N2CCOCC2)ccc1Oc1ccccc1 | -12 | 0 | -5 | 0 | -2.0 | -3 | i | -3 | -2

Part of the list above, showing only MsrA inh, CSN inh and MsrA act.
Molecule,MsrA inh,CSN inh,MsrA act
CN(Cc1ccccc1)C(=O)COC(=O)c1cc(=O)c2ccccc2o1,1.2,-1,-2
Cc1cc(C)c(S(=O)(=O)N2CCN(C(=O)C3CC3)CC2)c(C)c1,-0.1,3,-5
CC(=O)NCCC(=O)Nc1cc(S(=O)(=O)N2CCOCC2)ccc1Oc1ccccc1,-2.0,-3,-3
Cc1ccc2occ(C(=O)c3ccco3)c(=O)c2c1,1.6,1,-2

More structures follow.
SMILES | eLon inh | MT1-MMP act inh | MLLE-PAM2 inh | Rin1-Abl PPI inh | MsrA inh | MsrA act | Rpn11 inh | CSN inh | FAS TE block
COc1ccc(C(c2nnnn2C2CCCC2)N2CCN(C/C=C/c3ccccc3)CC2)cc1 (configuration not stated) | -23 | 0 | 9 | 1 | -0.4 | -3 | i | -3 | 15
O=C(CN1CCc2ccccc2C1)Nc1cccc(S(=O)(=O)N2CCCC2)c1 | -2 | 2 | -6 | -3 | 0.2 | -2 | i | -1 | 6
CCCOc1ccc(C(=O)NC(=S)NNC(=O)c2c(-c3ccccc3)noc2C)cc1 | -9 | -7 | 24 | -3 | 0.5 | -2 | i | -1 | 12
Cc1cc(O)c(C(C)C)cc1NC(=O)Nc1cccc2ccccc12 | 8 | -13 | 15 | -3 | 0.0 | -5 | i | 1 | -1
CC(=O)SC1CC2=CC(=O)CCC2(C)C2CCC3(C)C(CCC34CCC(=O)O4)C12 (configuration not stated) | 4 | 1 | 14 | 2 | 2.2 | -2 | i | -3 | 0
COc1cc(C(=S)N2CCCC2)cc(Cl)c1O | -6 | 0 | 9 | 4 | 1.4 | -7 | i | 1 | -12
O=C(Nc1nc(-c2ccc(F)cc2)cs1)c1ccc(N2C(=O)CCC2=O)cc1 | -4 | 2 | -7 | -4 | 0.6 | -1 | i | 4 | 0
O=C(c1ccc2[nH]c(=O)c(=O)[nH]c2c1)N1CCN(c2ccccc2)CC1 | 5 | -1 | 1 | 1 | 0.8 | -11 | i | 5 | -3
CN1CCN(S(=O)(=O)c2ccc(NC(=O)Cc3ccc([N+](=O)[O-])cc3)cc2)CC1 | -4 | 1 | 8 | -2 | -0.1 | -2 | i | -1 | -1
